Screening results (PubChem BioAssay)
T cell modulator: modulates CD8 T cell binding to vesicles. 0.068% of 330,000 active. calls only at 7 µM. AID 2052. 2C CD8+ T cell-vesicle binding, flow cytometry; stronger effect = lower value;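 active = response, share of CD8 T cells binding vesicles, and their 90th percentile fluorescence all below set limits, cut at about 80% in these data, passing the limit was not always enough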
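Incubation: binding step 1.5 h, 37 °C, antibody labelling 20 min, ice; system: murine 2C transgenic CD8+ T lymphocytes; technique: cytometric PE anti-B7-1 and Alexa647 anti-CD8 signals after 1% paraformaldehyde fixation; also added: QL9-charged Drosophila Ld/ICAM-1/B7-1 vesicles; control set: naked versus QL9-loaded vesicles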
Myeloid diff MLP: promotes myeloid progenitor differentiation. 1% of 360,000 active. calls only at 10 µM. ER-HoxA9 myeloid progenitors, lysozyme-GFP differentiation, flow cytometry;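 active = normalized GFP-positive differentiation at or above the plate's own cutoff, the solvent-only control mean plus 3 SD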;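 also: cells exposed to compound for four days before flow analysis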
T cell modulator vesicle-bound %: further read-out of T cell modulator, marked with its call; double positive events, %; measured here: CD8+ vesicle-bound cell fraction;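 binding gate set so that unloaded-vesicle control wells show 10% double positive cells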
Myeloid diff MLP GFP+ MAC1+ %: recorded beside Myeloid diff MLP, whose call it bears; GFP+ MAC1+ double positive, %; measured here: differentiation confirmed by MAC1 staining
An asterisk follows results filed as active; i = inactive; + = active, no number; & = joins results of further samples. The list is partial (hit frequency here may not be typical).

SMILES | T cell modulator | T cell modulator vesicle-bound % | Myeloid diff MLP | Myeloid diff MLP GFP+ MAC1+ %
CC(Sc1nnc(C2CC2)n1C1CC1)C(=O)Nc1ccc(C(N)=O)cc1 (configuration not stated) | i | 23 | i | 1.8
CSc1ncccc1C(=O)OCC(=O)NCCC1=CCCCC1 | i | 24 | i | 0.6
O=C(CNS(=O)(=O)c1c(F)cccc1F)NC1CCCc2ccccc21 (configuration not stated) | i | 55 | i | 0.4
CC(=O)C[C@H](O)CC(=O)[C@@H]1OC(=O)CCCCCCCCc2ccccc21 | i | 8 | i | 0.3
O=C(c1ccc(S(=O)(=O)N2CCCCC2)cc1)N1CCCC(C(F)(F)F)C1 (configuration not stated) | i | 44 | i | 0.3
Cc1ccc(S(=O)(=O)N2[C@@H](c3cccc(Cl)c3)C(C(=O)O)=CC[C@H]2c2ccc(Cl)cc2)cc1 | i | 36 | i | 2.0
CSc1nc(N)nc2c1ncn2CC(=O)NCc1ccccc1 | i | 7 | i | 0.9
Cc1ccc(S(=O)(=O)N(C)C)cc1NC(=O)c1cc(-c2ccncc2)nc2ccccc12 | i | 47 | i | 0.9
O=C(CSc1nncn1-c1ccccc1F)NC1CCCCC1 | i | 30 | i | 0.4
O=C(CN1C(=O)NC(c2ccc(F)cc2)C1=O)NC1CCCCC1 (configuration not stated) | i | 32 | i | 1.0
O=C(CNS(=O)(=O)c1ccccc1)N1CCN(C(=O)c2ccco2)CC1 | i | 26 | i | 0.4
COc1ccc(/C=C2\SC(=O)N(CCNC(=O)CN3C(=O)NC4(CCCC4)C3=O)C2=O)cc1 | i | 31 | i | 0.9
CCCCc1nnc(NC(=O)CCS(=O)(=O)c2ccc(Cl)cc2)s1 | i | 26 | i | 1.9
COc1cc(C(=O)Nc2ccc(F)cc2Cl)ccc1OCC(=O)N1CCOCC1 | i | 26 | i | 0.3
C[C@H](CO)N1C[C@H](C)[C@@H](CN(C)S(=O)(=O)c2ccccc2)Oc2c(NS(=O)(=O)c3cccs3)cccc2C1=O | i | 55 | i | 1.2
COc1ccc(NC(=O)CN(C)C(=O)CCSc2ccc(C)cc2)cc1 | i | 58 | i | 1.2
Cc1cn2c(=O)c(C(=O)N3CCN(c4ccccc4)CC3)cnc2s1 | i | 11 | i | 1.0
COc1ccc(C(C)(C)C)cc1NC(=O)COc1ccc(-c2nnco2)cc1 | i | 31 | i | 1.5
O=C(Nc1nnc(-c2cc(Cl)ccc2Cl)o1)c1ccco1 | i | 57 | i | 0.7
O=C(NCCc1ccccc1)C(=O)NCCC1CCCCN1S(=O)(=O)c1ccccc1 (configuration not stated) | i | 47 | i | 0.7

Looked up above:
O=C(Nc1nnc(-c2cc(Cl)ccc2Cl)o1)c1ccco1 in T cell modulator vesicle-bound % = 57
CSc1ncccc1C(=O)OCC(=O)NCCC1=CCCCC1 in T cell modulator vesicle-bound % = 24
COc1ccc(C(C)(C)C)cc1NC(=O)COc1ccc(-c2nnco2)cc1 in T cell modulator vesicle-bound % = 31
Cc1cn2c(=O)c(C(=O)N3CCN(c4ccccc4)CC3)cnc2s1 in T cell modulator vesicle-bound % = 11

The listing continues.
SMILES | T cell modulator | T cell modulator vesicle-bound % | Myeloid diff MLP | Myeloid diff MLP GFP+ MAC1+ %
COCCN(C(=O)COC(=O)Cc1ccc(Cl)cc1Cl)c1c(N)n(Cc2ccccc2)c(=O)[nH]c1=O | i | 42 | i | 0.8
CN(c1ccccc1)S(=O)(=O)c1ccc(C(=O)N2CCN(c3ccccc3F)CC2)cc1 | i | 50 | i | 0.8
O=C(NNC(=O)c1cc(-c2ccccc2)nc2ccccc12)c1csc(N2CCOCC2)n1 | i | 11 | i | 1.1
CCn1nc(C(=O)NNC(=O)C(Cc2ccccc2)NC(N)=O)c2ccccc2c1=O (configuration not stated) | i | 54 | i | 1.3
O=C1CCCC/C=C\C[C@H](CC(=O)N(CCO)Cc2ccccc2)C(=O)NC[C@H](c2ccccc2)O1 | i | 6 | i | 1.2
C=CC[C@@H](CC(=O)N[C@H](CO)Cc1ccccc1)C(=O)N[C@@H](COC(=O)[C@H](CC=C)CC(=O)OC(C)(C)C)Cc1ccccc1 | i | 21 | i | 1.3
CCC(CC)NC(=O)c1cc(S(=O)(=O)N2CCCCC2)ccc1N1CCOCC1 | i | 33 | i | 0.8
COCCN(Cc1ccccc1)C(=O)c1ccc2c(=O)n3c(nc2c1)CCC3 | i | 18 | i | 0.5
COC(=O)[C@]1(C)N[C@H](CN(C)S(=O)(=O)c2ccc(OC(F)(F)F)cc2)[C@@H]2C(=O)N(C)C(=O)[C@@H]21 | + | 12* | i | 0.5
CC1(c2ccccc2Cl)NC(=O)N(CC(=O)N2CCc3ccccc32)C1=O (configuration not stated) | i | 39 | i | 1.5
C[C@H]1COC(=O)[C@H](Cc2ccc(F)cc2)C/C=C\C[C@H](CC(=O)N(CCO)Cc2ccccc2)C(=O)N1 | i | 21 | i | 3.4
CC[C@@H]1C=C(C(=O)O)[C@H](c2ccc(F)cc2)N1S(=O)(=O)c1ccc(C)cc1 | i | 15 | i | 0.7
COc1ccc(OC)c(/C=C/C(=O)OCC(=O)N2CCCCC2)c1 | i | 48 | i | 0.9
O=C(Nc1cc(S(=O)(=O)N2CCOCC2)ccc1N1CCOCC1)c1ccccc1[N+](=O)[O-] | i | 40 | i | 0.7
Cc1noc(C)c1COc1ccccc1C(=O)NCCOc1ccccc1F | i | 16 | i | 0.5
CC(C(=O)Nc1ccc(N(C)C)cc1)N1C(=O)c2ccccc2S1(=O)=O (configuration not stated) | i | 50 | i | 1.6
Cc1ccc(C(=O)OCC(=O)N(CC(C)C)c2c(N)n(Cc3ccccc3)c(=O)[nH]c2=O)o1 | i | 45 | i | 0.6
COc1ccc2c(c1)c1c(n2C)[C@@H]2CC=C(CO)[C@@H](C1)N2C | i | 18 | i | 1.5
Cc1ccc2c(c1)[C@H]1[C@H](CO2)[C@H](c2ccccc2)[C@]2(C)C(=O)NCC(=O)N12 | i | 46 | i | 2.0
O=C(OCc1c(-c2ccccc2)ncc2ccccc12)c1ccccc1C(F)(F)F | i | 56 | i | 4.0
COC(=O)[C@]1(Cc2ccccc2)N[C@H](CN(C)C(=O)Nc2ccc(F)cc2)[C@@H]2C(=O)N(Cc3ccccc3)C(=O)[C@@H]21 | i | 12 | i | 1.9
CC(Sc1nc(N)cc(N)n1)C(=O)NCC1CCCO1 (configuration not stated) | i | 45 | i | 0.1
C[C@@]12C(=O)Nc3cc(Cl)ccc3C(=O)N1[C@H]1c3cc(Br)ccc3OC[C@@H]1[C@@H]2c1ccccc1 | i | 14 | i | 0.7
CCCCCCSc1cc(-c2nc3ccc(Cl)cn3c2NCCCC)ccc1OC | i | 21 | i | 0.5&3.6
COc1ccc2c(c1)[C@H]1[C@H](CO2)[C@H](c2ccccc2)[C@]2(C)C(=O)Nc3ccc(Br)cc3C(=O)N12 | i | 15 | i | 2.3
O=C(c1ccco1)N1CCN(Cc2cc(=O)c(OCc3ccccc3)co2)CC1 | i | 25 | i | 0.8
COCc1c(C(=O)N2CCN(Cc3ccc4c(c3)OCO4)CC2)oc2ccccc12 | i | 43 | i | 1.4
COc1ccc(C)cc1NC(=O)C(OC(=O)C1=NNC(=O)CC1)c1ccccc1 (configuration not stated) | i | 46 | i | 0.3
Cc1ccc(OC(C)C(=O)OCC(=O)Nc2sccc2C(N)=O)cc1 (configuration not stated) | i | 5 | i | 0.8
O=C(COC(=O)c1ccc2c(c1)OCCO2)NC1CCCCC1 | i | 31 | i | 0.4
Cc1cc(CNC(=O)c2cccc3c2C(=O)c2ccc(-c4ccc(F)cc4OCc4ccccc4)cc2S3(=O)=O)c(C(F)(F)F)o1 | i | 6 | i | 0.3
O=c1ccnc(SCCc2ccc([N+](=O)[O-])cc2)[nH]1 | i | 38 | i | 0.5
O=C(OCC(=O)N1CCCCC1)c1cccs1 | i | 24 | i | 1.2
O=C(CCS(=O)(=O)c1ccc(Cl)cc1)Nc1nnc(-c2cccs2)o1 | i | 31 | i | 2.0
CCCCCNC(=O)c1cccc(S(=O)(=O)N2CC3(C)CC2CC(C)(C)C3)c1 (configuration not stated) | i | 20 | i | 0.6
Cc1ccc(C(=O)NNC(=O)c2ccncc2)cc1S(=O)(=O)N1CCOCC1 | i | 18 | i | 0.9
CCCCOc1ccc(C(=O)NCC(=O)NCCOc2ccc(C)cc2)cc1 | i | 48 | i | 0.6
O=C(CCCc1ccccc1)NCCS(=O)(=O)N1CCN(c2ccc(F)cc2)CC1 | i | 57 | i | 1.4
CN(CC(=O)Nc1cccc(F)c1)C(=O)c1ccc2c(c1)S(=O)(=O)N=C1CCCCCN12 | i | 40 | i | 0.7
COCCN(C(=O)CSc1ccc2c(c1)OCCO2)c1c(N)n(CC(C)C)c(=O)[nH]c1=O | i | 51 | i | 1.6

Structural class: those above containing an aryl methoxy group (9)
SMILES | T cell modulator | T cell modulator vesicle-bound % | Myeloid diff MLP | Myeloid diff MLP GFP+ MAC1+ %
COc1ccc(/C=C2\SC(=O)N(CCNC(=O)CN3C(=O)NC4(CCCC4)C3=O)C2=O)cc1 | i | 31 | i | 0.9
COc1cc(C(=O)Nc2ccc(F)cc2Cl)ccc1OCC(=O)N1CCOCC1 | i | 26 | i | 0.3
COc1ccc(NC(=O)CN(C)C(=O)CCSc2ccc(C)cc2)cc1 | i | 58 | i | 1.2
COc1ccc(C(C)(C)C)cc1NC(=O)COc1ccc(-c2nnco2)cc1 | i | 31 | i | 1.5
COc1ccc(OC)c(/C=C/C(=O)OCC(=O)N2CCCCC2)c1 | i | 48 | i | 0.9
COc1ccc2c(c1)c1c(n2C)[C@@H]2CC=C(CO)[C@@H](C1)N2C | i | 18 | i | 1.5
CCCCCCSc1cc(-c2nc3ccc(Cl)cn3c2NCCCC)ccc1OC | i | 21 | i | 0.5&3.6
COc1ccc2c(c1)[C@H]1[C@H](CO2)[C@H](c2ccccc2)[C@]2(C)C(=O)Nc3ccc(Br)cc3C(=O)N12 | i | 15 | i | 2.3
COc1ccc(C)cc1NC(=O)C(OC(=O)C1=NNC(=O)CC1)c1ccccc1 (configuration not stated) | i | 46 | i | 0.3

Going on with the list:
SMILES | T cell modulator | T cell modulator vesicle-bound % | Myeloid diff MLP | Myeloid diff MLP GFP+ MAC1+ %
Cc1ccccc1OCC(=O)OCC(=O)NCCc1ccccc1 | i | 22 | i | 0.3
CC(C)(C)c1ccc(COC(=O)CN2C(=O)NC3(CCCC3)C2=O)cc1 | i | 23 | i | 1.4
O=C(Nc1ccc(OC(F)F)cc1)c1cc(S(=O)(=O)N2CCCCC2)ccc1N1CCOCC1 | i | 33 | i | 0.4
CCCSc1ccc([C@@H]2[C@H]3C(=O)N(CC)C(=O)[C@H]3[C@]3(C(=O)OC)CCCN23)cc1 | i | 39 | i | 0.7
CC(Oc1cccc(Cl)c1)C(=O)Nc1ccc(S(=O)(=O)Nc2ncccn2)cc1 (configuration not stated) | i | 47 | i | 0.5
O=C(COc1ccc(S(=O)(=O)N2CCOCC2)cc1)Nc1ccccc1F | i | 40 | i | 0.8
CC(=O)Nc1ccc(S(=O)(=O)N2CCNC(=O)C2)cc1 | i | 45 | i | 0.7
CC1CC(=O)Nc2ccccc2N1C(=O)CSc1ccc2ccccc2n1 (configuration not stated) | i | 48 | i | 0.5
O=C(OCC(=O)c1ccc(Cl)s1)c1cncc(Br)c1 | i | 40 | i | 2.6
O=C(OCC(=O)N1CCOCC1)c1ccccc1OCc1ccccc1Cl | i | 32 | i | 1.5
CCCN(C(=O)c1cccc(S(=O)(=O)N2CCCc3ccccc32)c1)C1CCS(=O)(=O)C1 (configuration not stated) | i | 14 | i | 1.1
CC[C@@]12C(=O)N(c3cccc(Cl)c3)C(=O)N1[C@H](c1cccc(C)c1)[C@@H]1C(=O)N(Cc3ccccc3)C(=O)[C@@H]12 | i | 40 | i | 2.4
CCCN(C(=O)C(NC(=O)c1ccccc1)C(C)C)c1c(N)n(Cc2ccccc2)c(=O)[nH]c1=O (configuration not stated) | i | 22 | i | 0.7
COc1cccc(CN(C)C(=O)c2ccc(NC(=O)CC3SC(N4CCCC4)=NC3=O)cc2)c1OC (configuration not stated) | i | 33 | i | 0.4
CCC(=O)c1ccc(OCC(=O)OCC(=O)N(C)CC(=O)Nc2ccc(F)cc2)cc1 | i | 50 | i | 0.5
COc1ccc2sc(-c3ccc(SC)cc3)c(-c3ccc(O)cc3)c2c1 | i | 45 | i | 0.6
COc1ccc(C(=O)COC(=O)CCS(=O)(=O)c2ccc(C)cc2)c(OC)c1 | i | 37 | i | 0.6
